Compound activity as filed in PubChem.
PERK inh: blocks human PERK kinase; Q9NZJ5; CHO PERK-DD fusion, SEAP luminescence translation reporter; inhibition, % at 5.6 µM; 220,000 tested, 0.17% active; AID 1416;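 active = inhibition above the mean inhibition of all tested compounds plus 3 SD, set separately per screening campaign, cut at about 2.9% in these data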;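 note: PERK kinase domain activated by AP20187 dimerizer at 100 nM; 0% = DMSO with dimerizer and 100% = rapamycin at 8.4 µM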
Target sequence (Q9NZJ5 whole entry, looked up, the tested form may be a part): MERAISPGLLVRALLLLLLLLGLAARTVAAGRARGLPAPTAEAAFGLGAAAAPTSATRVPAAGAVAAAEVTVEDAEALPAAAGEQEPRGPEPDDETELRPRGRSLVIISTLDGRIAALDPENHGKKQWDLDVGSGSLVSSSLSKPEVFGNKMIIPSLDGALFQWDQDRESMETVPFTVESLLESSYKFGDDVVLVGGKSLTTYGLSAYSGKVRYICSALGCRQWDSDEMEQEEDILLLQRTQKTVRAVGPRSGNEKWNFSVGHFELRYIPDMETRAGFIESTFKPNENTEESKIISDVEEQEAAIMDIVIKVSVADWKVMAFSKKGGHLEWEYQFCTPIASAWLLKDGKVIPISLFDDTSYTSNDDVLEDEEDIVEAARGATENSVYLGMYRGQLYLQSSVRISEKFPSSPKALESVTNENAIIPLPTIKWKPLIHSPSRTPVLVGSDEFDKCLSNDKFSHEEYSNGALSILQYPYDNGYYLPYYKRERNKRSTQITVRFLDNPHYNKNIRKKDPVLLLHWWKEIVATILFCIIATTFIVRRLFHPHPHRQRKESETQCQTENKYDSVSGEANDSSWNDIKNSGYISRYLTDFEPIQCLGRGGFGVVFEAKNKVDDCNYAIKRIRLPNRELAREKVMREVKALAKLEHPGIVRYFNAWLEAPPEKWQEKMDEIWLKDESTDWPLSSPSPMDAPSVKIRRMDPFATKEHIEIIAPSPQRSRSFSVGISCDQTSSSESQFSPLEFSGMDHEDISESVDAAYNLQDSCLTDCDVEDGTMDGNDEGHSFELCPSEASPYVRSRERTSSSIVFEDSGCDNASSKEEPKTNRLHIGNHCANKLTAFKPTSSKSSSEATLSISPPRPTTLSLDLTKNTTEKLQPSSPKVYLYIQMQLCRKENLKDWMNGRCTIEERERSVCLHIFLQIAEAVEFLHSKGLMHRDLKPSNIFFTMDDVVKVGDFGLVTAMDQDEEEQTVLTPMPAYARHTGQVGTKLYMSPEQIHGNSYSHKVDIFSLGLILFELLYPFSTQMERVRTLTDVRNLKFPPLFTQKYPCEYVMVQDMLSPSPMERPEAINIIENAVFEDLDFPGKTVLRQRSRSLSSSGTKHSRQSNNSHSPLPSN
MDM2 E3 inh: Mdm2 E3 ligase (human) inhibition. cell-based MDM2 ubiquitination luciferase reporter, 2 h; 0 = plate control, 100 = twice control, blank-subtracted. Q00987. signal enhancement, % at 5 µM. 210,000 tested, 0.11% active;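 active = signal enhancement of 30% or more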;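 note: luminescence tracks abundance of the self-degrading MDM2-luciferase fusion protein; higher signal means inhibition of MDM2 E3 ligase activity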
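system = mammalian cells stably expressing self-ubiquitinating, self-degrading MDM2 E3–luciferase fusion | quantity = 2000 cells per well seeded | incubation = 4 h cell settling then 2 h compound exposure, 37 °C | signal = SteadyLite luminescence, 15 min reagent step | benchmarks = plate control and blank wells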
Rad51 HR inh: Rad51 (human) homologous recombination inhibition | Q06609 | hRad51 DNA strand exchange, fluorescence dequenching | inhibition, % at 10 µM | 200,000 tested, 0.085% active | AID 1385;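 active = inhibition above 40% at the single screening dose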;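 note: 0% = DMSO control wells and 100% = blanks with heterologous ssDNA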
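Test system – preformed human Rad51 ssDNA filaments · Reagent – Donor/quencher-labelled 47-bp dsDNA substrate · Incubation – 37 °C 15-min filament assembly, 30-min compound preincubation, 15-min exchange · Signal – FRET fluorescence dequenching, excitation 485 nm, emission 520 nm · Read-out – percent inhibition from fluorescence, normalised to plate control and blank means · Benchmarks – plate control and blank wells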
m-calpain inh: blocks pig calpain II enzyme activity | purified calpain II, fluorogenic peptide substrate, 30 min | inhibition, % at 16 µM | 220,000 tested, 0.37% active;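 active = inhibition above about 50%, limit read from the data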
KCC2 mod: modulators of human KCC2 chloride dependent transport; B-score of Tl+ flux slope (higher = more flux/activation; lower = inhibition) at 10 µM; KCC2 cells, thallium flux FluoZin-2 fluorescence; 190,000 tested, 2.2% active; AID 1456;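 active = thallium flux slope and its plate-corrected score both differing from the plate sample mean at a set confidence after two filtering rounds, in either direction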;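 note: slope of fluorescence scaled to starting intensity during 10 to 20 s after thallium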
EBV gp42 inh: inhibitors of Epstein-Barr virus glycoprotein 42; Fluorescence polarization binding assay, mP read-out; inhibition, % (tested at 21.74 µM); 220,000 tested, 0.42% active; AID 1085; in the data active = inhibition above about 50%
zVAD death inh: blocks zVAD induced death of L929 cells; viability rescue, % at 10 µM; 220,000 tested, 0.38% active; L929 zVAD necroptosis rescue, ATP luminescence, 24 h; with zVAD 60 µM; AID 1377;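 active = activation, scaled between plate controls, above about 75%, limit read from the data; inactive = activation under that limit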;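 note: 0% = zVAD with DMSO and 100% = DMSO alone without zVAD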
eIF4E 4G PPI: inhibitors of eIF4E and eIF4G interaction in translation initiation. P63073+Q04637. TR-FRET eIF4E-eIF4GI(517-606) binding, 2 h. inhibition, % at 21.7 µM. 220,000 tested, 0.37% active. AID 782;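 active = inhibition above about 30%, limit read from the data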;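 note: 0% = full FRET control wells and 100% = background wells lacking eIF4GI fragment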
TNF death inh: inhibitors of TNF-alpha induced necroptosis in Jurkat FADD-/- cells | activation (protection from cell death), % at 10 µM | 220,000 tested, 0.068% active | AID 463075 | Jurkat FADD-/- TNF necroptosis rescue, ATP luminescence, 24 h; 0 = TNF only, 100 = no-TNF cells;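 active = activation, meaning protection from cell death, of at least 50% relative to plate controls; inactive = activation below 50%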;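 note: necroptosis triggered by 40 ng/mL TNF-alpha added together with compound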
Numbers without * were called inactive; i = inactive; nt = no result given; [ ] = another dose, or the depositor's remark.

Every second line gives: zVAD death inh	eIF4E 4G PPI	KCC2 mod	m-calpain inh	Rad51 HR inh	EBV gp42 inh	MDM2 E3 inh	PERK inh	TNF death inh
> CCN1C(=O)C(c2ccc(O)cc2)(c2ccc(O)cc2)c2ccccc21
  -0.5	1	4	-7	-1	-12	-9	0.0	-1.9
> CCc1ccccc1N(C(C)=O)c1nc(CN=C=S)cs1
  0.6	-3	0.63	48	-6	4	-12	0.0	1.0
> CCCCC[n+]1ccn(C2=C([O-])c3ccccc3C(=O)/C2=N\S(=O)(=O)c2ccccc2)c1
  1.0	1	-0.63	5	5	-17	7	0.3	-1.6
> COc1ncnc2c1oc1nc(C)c3c(c12)CC(C)(C)OC3
  0.7	-3	0.93	-29	0	-14	-9	0.4	3.2
> CCc1ccc2nc(NC(=O)c3ccc(N4C(=O)CCC4=O)cc3)sc2c1
  63	-10	-1.3	-29	15	-12	nt	1.4	3.5
> COc1ccc(/C=C(\C#N)C(=O)OCC(=O)NCc2ccc(Cl)cc2)cc1
  0.0	-2	-0.61	0	-7	-23	-18	0.6	1.3
> O=c1c(Cc2ccccc2)c(O)ccn1Cc1ccc2c(c1)OCO2
  0.5	2	-1.1	26	-2	1	-18	1.1	3.1
> CCOc1cc(NS(=O)(=O)c2ccc(NC(C)=O)cc2)c(OCC)cc1NC(=O)C(C)C
  0.2	3[fluorescence artefact?]	0.0084	-15	12	-4	-6	0.0	-1.1
> O=c1cc(CN2CCN(c3ccc(O)cc3)CC2)nc2scc(-c3ccccc3)n12
  0.6	10	0.52	-60	-1	11	-14	-1.0	-3.2
> Cc1ccc(C)c(C(=O)CSc2nc3ccccc3c(=O)[nH]2)c1
  2.5	2	-0.72	-30	0	-22	-12	1.3	-1.1
> CCN(CC)C(=O)Cn1cc(S(=O)(=O)CC(=O)NC2CCCCC2)c2ccccc21
  -0.1	5	-0.32	-22	-47	-8	-7	0.2	0.4
> CCOC(=O)c1c(SC)nc(SC)c2c1CCC2
  1.1	5	-0.73	-18	1	-20	-19	-0.3	-4.6
> O=C(COC(=O)C1(c2ccc(Cl)cc2)CCCC1)Nc1ncc(C(F)(F)F)cc1Cl
  1.3	1[fluorescence artefact?]	-0.74	3	-6	4	-17	0.7	0.0
> CCc1nnc(NC(=O)CSc2nnc(-c3ccco3)n2CC)s1
  1.3	-2	0.47	-21	6	-10	-17	-0.2	-1.6
> COc1ccc(Br)cc1C(=O)Nc1ccc(C(=O)NCC(C)C)cc1
  5.0	0	0	-26	8	-11	-2	2.0	0.5
> COC(=O)C(C#N)c1nc2ccccc2nc1N1CCCC1 (configuration not stated)
  0.5	4	-0.16	-11	1	-9	-12	0.2	1.0
> Cc1ccc(NC(=O)C2CCCN(S(=O)(=O)c3cnc[nH]3)C2)cc1F (configuration not stated)
  1.5	5	0.074	-2	10	5	-9	1.1	1.1
> Cc1cn(-c2cc(C(=O)Nc3ccc(C)c(NC(=O)C(=O)c4c[nH]c5ccccc45)c3)cc(C(F)(F)F)c2)cn1
  77*	-3	0.23	-70	3	-18	12	nt	-10
> Cc1ccc(-c2cnc(NC(=O)CCC(=O)N3CCCCC3)n2C)cc1
  2.1	4	nt	-15	-1	-16	-15	-0.4	0.1
> CCOc1ccc(-c2cc(C(=O)N3CCN(C)CC3)c3ccccc3n2)cc1
  0.1	9	1.6	i	-5	-14	-32	-0.1	-7.6

Filtered by structure, the entries above containing a Cl atom
Every second line gives: zVAD death inh	eIF4E 4G PPI	KCC2 mod	m-calpain inh	Rad51 HR inh	EBV gp42 inh	MDM2 E3 inh	PERK inh	TNF death inh
> COc1ccc(/C=C(\C#N)C(=O)OCC(=O)NCc2ccc(Cl)cc2)cc1
  0.0	-2	-0.61	0	-7	-23	-18	0.6	1.3
> O=C(COC(=O)C1(c2ccc(Cl)cc2)CCCC1)Nc1ncc(C(F)(F)F)cc1Cl
  1.3	1[fluorescence artefact?]	-0.74	3	-6	4	-17	0.7	0.0

(further entries)
Every second line gives: zVAD death inh	eIF4E 4G PPI	KCC2 mod	m-calpain inh	Rad51 HR inh	EBV gp42 inh	MDM2 E3 inh	PERK inh	TNF death inh
> CCc1ccc(NC(=O)COc2ccc(/C=C(/C#N)c3nc4ccccc4[nH]3)cc2OC)cc1
  6.5	-3	-0.073	-207	-3	-17	-17	0.6	1.0
> COCCCNC(=S)NNC(=O)c1ccoc1C
  0.3	-5	0.83	10	5	0	-5	0.6	2.3
> C1=Nc2ccccc2CN1c1ccccc1
  1.8	2	-0.8	14	-5	-18	-8	-0.4	3.0
> CCOC(=O)C(=Cc1ccc(Br)cc1)C(=O)OCC
  8.9	4	-0.49	7	nt	1	22	-1.3	-22
> O=C(CSc1nnc(CCCO)n1-c1ccccc1)Nc1nccs1
  3.8	2	-0.17	-5	0	-1	4	0.6	1.3
> Nc1nc(NCc2ccco2)nc(Nc2ccc(F)cc2)c1[N+](=O)[O-]
  0.0	-10	-0.042	-23	19	-5	-1	2.5	3.1
> COc1ccc(C(=O)NC(=S)Nc2cc(C)ccn2)cc1[N+](=O)[O-]
  -0.2	-3	0.28	27	2	0	-13	0.7	-0.7
> Brc1ccc(OCc2nnnn2-c2ccccc2)cc1
  0.7	-2	-1.9	30	9	12	-1	0.0	1.2
> COc1ccc(CCNC(=O)COc2ccc(-c3ccccc3)cc2)cc1OC
  2.9	2	0.94	0	33	-3	-22	0.8	-0.1
> CCCn1c(=O)c(Br)cn(-c2ccccc2C)c1=O
  -1.8	8	-1.5	-10	11	-12	-13	0.5	-19
> Cc1cccc(C)c1NC(=S)NC(C)(C)CO
  -1.4	4	-0.37	1	nt	-5	-6	0.2	-0.2
> CCCCNCCOCCOc1ccc(C)cc1Br
  0.2	-4	-0.67	-12	-3	7	-10	-0.4	3.9
> NC(N)=N/N=C/c1ccc(Cl)cc1Cl
  -0.4	-2	-0.01	-12	21	-8	-17	-1.3	-9.3
> CC1(C)CC(=O)C=C(NCC2CCCO2)C1 (configuration not stated)
  0.1	6	-0.16	-17	0	-21	-30	1.1	-2.3
> COC(=O)c1ccc2nc(NC(=O)C3CCCCC3)sc2c1
  1.2	-1	0.96	-7	nt	-2	-19	0.7	1.4
> Cc1nn(-c2ccc(F)cc2)c(Cl)c1/C=N/NC(=O)c1cccc(S(=O)(=O)N2CCCC2)c1
  1.6	0	0.28	9	10	-16	1	-0.6	1.2
> CCc1ccc(C2C(C#N)=C(N)OC3=C2C(=O)CCC3)s1 (configuration not stated)
  13	2	nt	21	-18	-9	-7	-0.7	-2.9
> CCOC(=O)C1(CCCc2ccccc2)CCN(C(=O)Cc2nonc2C)CC1
  -1.1	1	nt	13	nt	3	-8	-0.8	1.2
> CCOc1ccc(/C=N/NC(=O)Cn2ccnc2C)cc1
  0.4	-1	-0.5	13	-1	-11	-80	0.1	0.3
> CC(C)OCCCN1C=C2C(=O)C(C)(OC(=O)CCc3ccccc3)C(=O)C=C2C=C1c1ccc(C#N)cc1 (configuration not stated)
  -1.1	0	0.74	-35	-1	4	11	nt	-0.8
> C/C(=N\OCC(=O)O)c1ccc(Cl)cc1
  -0.2	1	-0.68	26	nt	-9	-9	1.9	1.4
> COc1ccc(CNC(=O)/C=C/c2ccc(OCCCF)cc2)cc1
  1.4	-9	0.16	11	0	-11	-23	0.4	2.0
> CN(C)c1oc(-c2ccc(OCc3ccc(Cl)cc3)cc2)nc1C#N
  0.6	-11	0.25	-55	-2	-22	0	0.2	-0.6
> O=C(N1CCOCC1)N1CCN(C(=O)N(c2ccccc2)c2ccccc2)CC1
  1.6	-11[fluorescence artefact?]	0.023	6	0	-5	-18	-0.9	0.5
> COc1ccc(C(=O)CSc2nn3c(=O)c(C(C)(C)C)nnc3s2)cc1
  0.3	-1	-1.1	9	-4	-20	-13	0.0	-4.7
> N#CC1=C(SCC(=O)NC23CC4CC(CC(C4)C2)C3)NC(=O)C(C#N)C12CCCCC2 (configuration not stated)
  0.7	-1	nt	-14	-4	-16	-4	0.5	-2.0
> COc1ccc(N(C(=O)CNC(=O)c2cccs2)C(C(=O)NC2CCCC2)c2cccnc2)cc1 (configuration not stated)
  1.0	-2	-0.4	-28	1	4	-1	0.2	0.2
> COc1ccc(N2CCCCn3c2nc2c3c(=O)[nH]c(=O)n2C)cc1
  -0.1	0	1.6	11	-5	2	-6	-0.2	-1.5
> O=C(CCN1CCN(C(=O)c2ccco2)CC1)Nc1ccc(F)cc1
  -0.4	-8	nt	-5	5	-4	-7	-0.1	-0.9
> COc1ccc(OC)c(Nc2nc(N)nc(CSc3nnc(-c4ccncc4)o3)n2)c1
  -0.1	-8	0.45	-49	nt	-19	-19	0.4	-0.2
> CSc1sc(C(=O)N(C)C)c2c1S(=O)(=O)N(C)c1ccccc1-2
  -0.2	0	-1.2	17	-3	-4	1	-0.7	1.7
> COc1cc(OC)c(OC)cc1CN1CCC(O)CC1
  1.0	-3	-0.3	-18	nt	-1	2	-0.3	1.0
> CCN(c1ccccc1)S(=O)(=O)c1ccc(Cl)c(NC(=O)CN2C(=O)NC3(CCCC3)C2=O)c1
  -0.1	-9	-0.21	6	13	-23	nt	0.5	0.3
> O=C1CC(C(=O)Nc2ccc(Br)cc2)C2(CCCC2)O1 (configuration not stated)
  -0.3	11	0.014	1	nt	6	-10	0.6	0.3
> CCOC(=O)c1c(C(=O)OCC)c(C)n(Cc2cc(OC)c(OC)c(OC)c2)c1C
  nt	1	-0.063	21	nt	-2	-17	-1.1	1.2
> CN(Cc1nc(-c2ccc3c(c2)OCO3)no1)CC1(N2CCOCC2)CCCCC1
  -0.5	0	0.1	-11	1	-4	11	1.0	0.5
> O=[N+]([O-])c1ccccc1S(=O)(=O)NCc1ccc(F)cc1
  -0.7	-1	-2.9	-21	-81	7	1	1.1	-0.2
> CCOC(=O)CSc1n[nH]c(NC(=O)c2ccccc2)n1
  0.1	6	0.66	-2	-2	-31	-24	1.8	-1.4
> COC(=O)c1ccccc1-c1ccc(/C=N/NC(N)=O)o1
  -0.9	0	1.5	40	nt	-7	3	0.0	-3.2
> NC(=O)c1ccc(N2CCN(c3ncc(C(F)(F)F)cc3Cl)CC2)cc1
  0.7	-5	nt	14	19	-16	nt	0.6	2.1
> CCOC(Cn1c(-c2ccc(OC)cc2)nc2ccccc21)OCC
  -0.6	6	nt	17	6	1	3	-1.3	-1.2
> COc1ccc(-c2nnc(SCC(=O)Nc3ccccc3)n2C)cc1
  0.6	-9	-0.12	-13	1	-16	-15	-0.9	2.8
> O=S(=O)(Nc1ccccc1)c1ccc(F)cc1
  2.2	-4	0.31	-11	2	-5	-9	0.7	36
> Cc1ccc(S(=O)(=O)N(C)CC(=O)O/N=C(\N)c2ccc([N+](=O)[O-])cc2)cc1
  0.8	-2	-1.8	-22	0	4	-4	0.4	3.1
> CCCN(CC1CC1)C(=O)CSc1nnc(-c2cc(-c3cccs3)nc3ccccc23)o1
  -0.3	-11	nt	-200	2	-14	-14	-0.5	-3.7
> CCCCN1C(=O)/C(=C2/C=CC=CN2C)SC1=S
  0.3	5	0.92	-47	0	-21	-14	1.4	-0.9
> O=C(CCN1C(=O)c2ccccc2C1=O)Nc1sc2c(c1C(=O)NCC1CCCO1)CCC2 (configuration not stated)
  -0.1	19	-1.1	2	3	-7	9	-1.1	1.7
